High-throughput results from PubChem.
SUMO Mot1 rescue: SUMOylation pathway inhibition by Mot1-301 growth rescue | S. cerevisiae Mot1-301 growth rescue, ATP luminescence, 38.5C; percent above DMSO median, 100 means doubled | actives 1% (n = 320,000) | growth rescue, % at 18.8 µM;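 active = every valid replicate shows activation above 250% relative to neutral control wells; inactive = the rest, any valid replicate at or below 250%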;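 also: OY570 slx delta 5 strain wells were the positive control but not used for scaling; some compounds called inactive have numbers as strong as hits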
HTR5A ag ctr: HTR5A agonism, opioid heterodimer counter-screen; AID 504692; P47898; actives 0.61% (n = 340,000); activation, % at 9.3 µM; HTR5A agonist assay, luminescence, cell-based; in the data active = activation mostly above about 9.5%, no sharp cut-off; inactive = mostly below about 7.6%;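 also: 0% = cells with vehicle only and 100% = reference agonist; strong numbers were not always called active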
PKA-R1A act: activates the PKA-R1A holoenzyme complex. P00514+P68181. activation, % at 11.4 µM. actives 0.083% (n = 340,000). PKA-R1A dissociation, Cy5-IP20 fluorescence polarization; scaled: DMSO 0%, 113 µM cGMP 100%;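 active = percent activation above the mean of all tested compounds plus 3 SD, cut at about 19% in these data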;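 also: higher means more PKAc released from R1A so a rise in polarization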
Tat export inh: E. coli Tat transport inhibition; actives 0.036% (n = 340,000); E. coli MC4100 TorA-mCherry Tat export, fluorescence; AID 488895; inhibition, % at 10 µM;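 active = mean replicate inhibition at least 50% and at least half of replicates individually reaching 50%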;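 also: exported cargo escapes ClpAP degradation while cytoplasmic cargo is degraded and loses fluorescence; 0% = median of neutral control wells and 100% = median of NaSCN control wells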
CDK5 p35 inh: inhibitors of human CDK5/p35 kinase; actives 0.01% (n = 330,000); Q00535+Q15078; Recombinant CDK5/p35, ADP-Glo luminescence, 60 min; inhibition, % at 10 µM;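 active = highest replicate inhibition of at least 50% and at least 75% of replicates reaching 50%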;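 also: plate controls were DMSO neutral control for no effect and GW8510 at 10 µM for full effect; many of its hits are not listed in these tables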
PKA-R2B act: activates the human PKA-R2B holoenzyme complex. P22694+P31323. PKA-R2B holoenzyme dissociation, Cy5-IP20 fluorescence polarization; R2B truncated from residue 108, S112A mutant; 0% DMSO only, 100% 113 µM cGMP. activation, % at 11.4 µM. actives 0.079% (n = 340,000). AID 504700;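 active = activation above a cutoff set at the mean over all compounds plus 3 SD, cut at about 18% in these data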;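 also: higher means more holoenzyme dissociation and a rise in polarization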
Target sequence (P31323 whole entry, looked up, other chains not shown, the tested form may be a part): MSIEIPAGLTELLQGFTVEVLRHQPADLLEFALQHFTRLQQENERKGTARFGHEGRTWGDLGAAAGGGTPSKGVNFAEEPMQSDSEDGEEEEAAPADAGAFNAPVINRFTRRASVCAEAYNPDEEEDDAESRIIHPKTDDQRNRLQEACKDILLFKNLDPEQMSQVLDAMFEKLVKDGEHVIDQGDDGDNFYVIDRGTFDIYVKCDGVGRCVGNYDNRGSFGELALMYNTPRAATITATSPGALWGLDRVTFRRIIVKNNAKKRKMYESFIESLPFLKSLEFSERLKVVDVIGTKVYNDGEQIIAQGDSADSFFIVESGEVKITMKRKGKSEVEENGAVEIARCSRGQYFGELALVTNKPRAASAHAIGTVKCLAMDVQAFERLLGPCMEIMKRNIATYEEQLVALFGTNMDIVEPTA
Ecoli viability: counter-screen for AddAB inhibitors: E. coli growth inhibition; E. coli V3065 growth, OD600 absorbance, 18 h; inhibition, % at 11.9 µM; actives 0.27% (n = 330,000);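 active = inhibition above the campaign's mean inhibition across all tested compounds plus 3 SD, cut at about 9.9% in these data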;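 also: uninfected addAB+ strain grown without phage in ampicillin broth; 0% = DMSO wells and 100% = ciprofloxacin 0.95 µg/ml wells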
AddAB inh: less growth of phage-infected E. coli with AddAB. inhibition, % at 11.9 µM. actives 0.29% (n = 330,000). E. coli expressing H. pylori AddAB, absorbance growth; in the data active = inhibition above about 12%;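 also: 0% = vehicle wells of infected cells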
DAGLB inhibitor: diacylglycerol lipase beta (human) inhibition | HEK293T DAGLB membrane lysate, EnzChek fluorogenic substrate | inhibition, % at 5.17 µM | actives 0.059% (n = 340,000) | AID 504411; in the data active = inhibition above about 34%;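 also: 0% = enzyme with vehicle and 100% = wells lacking enzyme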
Target sequence (Q8NCG7 whole entry, looked up): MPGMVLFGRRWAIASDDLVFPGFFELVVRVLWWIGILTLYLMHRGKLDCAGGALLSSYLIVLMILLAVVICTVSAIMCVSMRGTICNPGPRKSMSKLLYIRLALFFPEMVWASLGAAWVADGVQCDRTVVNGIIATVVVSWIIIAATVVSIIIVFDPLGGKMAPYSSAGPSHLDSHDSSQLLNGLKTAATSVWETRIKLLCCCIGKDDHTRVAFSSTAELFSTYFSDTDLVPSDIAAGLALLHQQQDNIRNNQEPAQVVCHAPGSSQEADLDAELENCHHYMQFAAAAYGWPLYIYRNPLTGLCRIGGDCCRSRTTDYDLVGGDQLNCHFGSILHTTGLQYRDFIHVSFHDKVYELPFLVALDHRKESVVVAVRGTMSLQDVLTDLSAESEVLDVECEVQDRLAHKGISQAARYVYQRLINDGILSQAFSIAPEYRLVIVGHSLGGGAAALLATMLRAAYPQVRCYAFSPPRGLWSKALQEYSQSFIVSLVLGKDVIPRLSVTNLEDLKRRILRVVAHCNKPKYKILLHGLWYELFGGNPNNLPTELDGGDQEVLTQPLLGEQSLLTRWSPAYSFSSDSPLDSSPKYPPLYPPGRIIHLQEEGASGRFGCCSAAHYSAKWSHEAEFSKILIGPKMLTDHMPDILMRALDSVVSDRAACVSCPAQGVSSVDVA
HTR5A inv ag: inverse agonist of human HTR5A in OPRM1-OPRD1 counter-screen; actives 0.083% (n = 340,000); P47898; inhibition, % at 9.3 µM; HTR5A cell line, luminescence, inverse agonism; in the data active = inhibition mostly above about 23%, no sharp cut-off; inactive = mostly below about 18%;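 also: 0% = cells with DMSO and 100% = no-cell wells with DMSO; some compounds called inactive have numbers as strong as hits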
phage Ecoli inh: E. coli growth loss with phage present; growth absorbance; inhibition, % at 11.9 µM; actives 0.26% (n = 360,000); AID 651602; in the data active = inhibition above about 11%
* hit, by the source's call; x = not tested or not shown.

SMILES	SUMO Mot1 rescue	HTR5A ag ctr	PKA-R1A act	Tat export inh	CDK5 p35 inh	PKA-R2B act	Ecoli viability	AddAB inh	DAGLB inhibitor	HTR5A inv ag	phage Ecoli inh
CCN(CC(=O)NC1CCS(=O)(=O)C1)Cc1nc2c(Br)cc(Br)cc2c(=O)[nH]1 (stereo not drawn)	18	3	-5	-1	-0.7	4	0.0	-0.2	3	-9	2.4
Cc1ccc(NC(=O)CCSc2ccccc2)c(C)c1	3	0	-11	-7	-0.2	-2	-1.1	1.4	-8	0	x
Cc1ccc(S(=O)(=O)N(C)c2ccc(C(=O)Nc3cccc(C)n3)cc2)cc1	28	1	-1	8	-0.3	-7	0.3	1.5	-4	-30	0.9
FC(F)Oc1cccc2cccnc12	-1	1	-5	-5	1.7	3	0.2	3.5	2	-4	-0.9
CC(C)(C)c1cc(CP(=O)(c2ccccc2)c2ccccc2)cc(C(C)(C)C)c1O	-21	-4	-2	13	1.8	-1	-0.5	3.9	-3	14	-1.8
CC(C)C[C@H](NC(=O)C1CCC(CNC(=O)[C@@H]2CCCN2C(=O)OC(C)(C)C)CC1)C(=O)O (stereo partly drawn)	-16	-1	-7	-5	0.9	-1	x	x	-1	3	4.3
O=C(O)C1CC=CCC1C(=O)c1ccccc1 (stereo not drawn)	x	7	0	-1	-3.2	-6	-0.4	3.2	-1	-12	2.5
C=CCN1C(=O)C2C(C(=O)NC3CCCC3)C3C=CC2(O3)C1C(=O)NC1CCCC1 (stereo not drawn)	-5	-5	1	6	0.0	-1	-2.5	3.3	1	11	1.5
COc1ccc(OC)c(NC(=O)COc2coc(CN3CCc4ccccc43)cc2=O)c1	8	6	-1	22	2.7	-8	-0.6	-0.7	2	-18	4.1
COc1ccc(C(C)NC(=O)c2ccccc2)cc1 (stereo not drawn)	107	-3	1	-3	-0.1	11	0.9	0.3	3	5	x
O=C(CSc1nnc(CCc2nc3ccccc3[nH]2)n1-c1ccccc1)NCc1ccco1	-6	10	-7	-1	x	-6	-4.2	0.6	-3	-8	-0.1
CC(=O)Cc1nsc(NC(=O)c2ccc(-c3ccc(Cl)cc3Cl)o2)n1	-2	-1	3	-8	-1.2	-2	-1.8	-1.8	1	-2	0.4
COc1ccc(NC(=O)CN(C)C(=O)CC2CCCC2)cc1	-7	-5	-6	3	1.7	-11	0.3	2.2	1	-5	5.2
COc1cc(S(=O)(=O)NCc2ccc(F)cc2)ccc1-n1cnnn1	-22	1	-8	-7	0.9	8	-0.2	1.6	2	-3	0.9
CCc1cc(=O)oc2cc(C)cc(OCC(=O)NCc3cccnc3)c12	3	-3	-2	4	-0.4	0	1.0	1.9	1	2	2.9

Individual results from the results shown.
`COc1ccc(C(C)NC(=O)c2ccccc2)cc1` (stereo not drawn) @ AddAB inh = 0.3
`CC(C)C[C@H](NC(=O)C1CCC(CNC(=O)[C@@H]2CCCN2C(=O)OC(C)(C)C)CC1)C(=O)O` (stereo partly drawn) @ phage Ecoli inh = 4.3
`CCc1cc(=O)oc2cc(C)cc(OCC(=O)NCc3cccnc3)c12` @ CDK5 p35 inh = -0.4
`Cc1ccc(NC(=O)CCSc2ccccc2)c(C)c1` @ Ecoli viability = -1.1
`COc1cc(S(=O)(=O)NCc2ccc(F)cc2)ccc1-n1cnnn1` @ PKA-R2B act = 8
`CC(C)(C)c1cc(CP(=O)(c2ccccc2)c2ccccc2)cc(C(C)(C)C)c1O` @ HTR5A inv ag = 14
`CCN(CC(=O)NC1CCS(=O)(=O)C1)Cc1nc2c(Br)cc(Br)cc2c(=O)[nH]1` (stereo not drawn) @ AddAB inh = -0.2

New compounds follow:
SMILES	SUMO Mot1 rescue	HTR5A ag ctr	PKA-R1A act	Tat export inh	CDK5 p35 inh	PKA-R2B act	Ecoli viability	AddAB inh	DAGLB inhibitor	HTR5A inv ag	phage Ecoli inh
COc1ccc(-n2nc(C(=O)O)nc2-c2ccccc2)cc1	14	-1	-3	4	-4.4	-3	1.6	1.5	-1	16	1.4
NC(=O)CC12CC3CC(C1)CC(CC(N)=O)(C3)C2	-6	3	-8	-3	-0.8	-5	-0.4	-1.6	-2	6	2.8
CCn1c(SCC(=O)NC2CCCCC2)nnc1-c1ccccc1F	-4	1	4	-7	0.1	-2	1.1	2.9	-4	-3	4.4
CCOC(=O)C1=C(O)/C(=C\c2cccc(OC)c2)N=C1C	40	-5	3	-18	0.0	-1	0.6	0.6	0	4	2.3
Cc1cc(C)n2c(SCC(=O)N(CC(C)C)c3c(N)n(CC(C)C)c(=O)[nH]c3=O)nnc2n1	2	-2	2	-3	-0.2	-5	0.8	2.2	0	29	2.1
CC(C)CCNC(=O)NC(=O)CSc1nnc(-c2ccccc2F)n1N	51	0	1	17	1.6	-4	0.9	0.8	1	0	1.9
CCOC(=O)Cc1cnc(NC(=O)CSc2nc(N)cc(=O)[nH]2)s1	1	-1	1	0	-0.1	-7	-0.1	4.4	-2	2	5.3
CCOC(=O)Cc1csc(NC(=O)CSc2nnc(-c3ccc(F)cc3)o2)n1	0	-1	-4	-3	-1.2	-2	-2.9	-1.6	5	2	-2.8
O=C(Cn1c(=O)n(CC2CCCO2)c(=O)c2ccccc21)N1CCN(c2ccccc2)CC1 (stereo not drawn)	9	2	1	1	-0.3	-1	0.5	1.4	1	-7	0.5
O=C(Nc1ccc(C(F)(F)F)cc1)c1ccc2ncsc2c1	7	1	1	-1	0.8	-11	-2.5	-1.8	-5	-4	1.8
Cc1cccc(N(CC(=O)NC(C)(C)C)C(=O)CNC(=O)c2cccs2)c1C	6	2	-3	2	-0.8	2	0.2	-0.8	2	-6	0.3
C=CCCN([C@@H](C)C(=O)OC)S(=O)(=O)c1ccccc1Br	-1	-1	-10	-20	-0.8	-1	-2.0	1.3	-2	2	1.3
CC(C)CC(c1nnnn1Cc1ccc(F)cc1)N1CCC(C(N)=O)CC1 (stereo not drawn)	-38	-1	-14	-7	4.3	4	2.5	3.9	1	3	3.1
CCN(Cc1cc(=O)n2ccsc2n1)Cc1nc2ccccc2c(=O)[nH]1	-12	2	-2	0	0.1	-7	-1.3	-3.1	1	7	1.9
CCOC(=O)Cn1c(C)cc(=O)c2ccccc21	1	4	0	-5	0.8	-11	2.1	0.3	3	-19	5.8
O=C(O)c1cn(-c2ccccc2)nc1-c1ccc(Cl)cc1	-11	2	-10	-5	0.9	-4	-0.5	-3.1	5	0	2.0
O=C(Cc1ccccc1)Nc1ccc(NC(=O)c2cccnc2)cc1	-5	3	7	-5	-2.9	-2	-2.1	1.3	2	0	2.8
S=C1SCN(Cc2ccccn2)CN1Cc1ccco1	2	0	-11	-6	0.6	7	0.3	0.7	-5	-32	0.1
Cc1cc(C)cc(C(=O)O/N=C(\N)c2ccc(Br)cc2)c1	11	8	-11	-8	0.0	1	-1.2	-0.2	-6	-20	3.1
C=CCN(c1cccc(C(F)(F)F)c1)S(=O)(=O)c1cccc(C(=O)OCC(=O)Nc2ccccc2)c1	-16	-4	-4	2	-1.1	-9	-0.4	-0.1	-5	10	2.3
O=C1CC(c2ccccc2)CN1C(=O)c1ccccc1 (stereo not drawn)	-7	6	-1	1	-2.4	2	1.0	2.2	-2	-17	3.0
Cc1cc(OC(=O)c2cc(Cl)nc3ccccc23)ccc1Cl	0	11	-1	1	0.9	-9	1.2	-0.7	-2	-30	1.3
CC(C)CCNC(=O)c1ccc(-n2cnc3cccnc32)cc1	-4	-2	8	-3	0.2	-4	-2.8	-2.4	3	6	1.2
CCOC(=O)Nc1c2ccccc2nc2ccccc12	19	-4	-2	-5	0.8	-3	4.7	1.4	0	13	1.8
CNC(=O)COC(=O)/C=C/c1ccc(F)cc1	1	0	12	-5	0.3	-3	-0.2	0.1	-1	-33	2.5
CCCCC1CC1C(=O)Nc1ccc(OC)c(OC)c1 (stereo not drawn)	68	3	-5	4	1.3	-7	2.4	3.3	0	-1	1.1
O=C(CCc1nnc2n(Cc3ccc(Cl)cc3)c(=O)c3ccccc3n12)NCCN1CCCC1	5	-4	-1	-5	0.6	-14	-1.9	-0.9	1	13	2.7
CC(C)C(=O)N(Cc1ccccc1)c1ccccn1	-6	-2	-8	-2	-0.5	0	0.2	3.1	0	13	-0.1
Cc1c(N(C)S(=O)(=O)c2ccc(Cl)c(C(=O)N3CCC(C(N)=O)CC3)c2)c(=O)n(-c2ccccc2)n1C	-5	-5	-7	-4	-0.6	-7	4.1	1.8	0	16	6.4
O=C(COc1ccccc1Cl)NC(=O)NC1CCCC1	-5	0	-9	4	-0.2	-2	1.7	3.5	-1	-1	-0.5
Cc1ccc(NS(=O)(=O)c2ccc3c(c2)NC(=O)CO3)cc1C	x	-1	0	2	-2.8	-3	-0.9	3.7	2	2	5.8
COc1ccc(/C=C/C(=O)O)cc1S(=O)(=O)N1CCC(C)CC1	92	2	8	-5	0.1	1	-2.1	1.6	-1	12	1.2
O=[N+]([O-])c1cccc(CSc2nc3ccccc3[nH]2)c1	43	1	-12	-4	0.9	-2	2.1	3.3	-1	-2	5.5
COc1ccc(-c2nc3scc(-c4ccccc4)n3n2)cc1	-1	-1	4	-10	1.6	-3	-3.4	1.4	-8	-22	2.5
S=c1[nH]nc(-c2cccs2)n1/N=C/c1cccs1	22	2	0	1	0.8	-10	1.2	-1.5	2	7	3.1
O=C(OC1Cn2c(=O)ccc(=O)n2C1)c1ccccc1	-4	-5	-8	-9	0.4	1	-2.1	0.1	2	18	0.2
CCN(CC)C(=O)CN1CCN(c2ncccn2)CC1	-26	-3	4	0	-2.6	7	1.6	-0.7	0	-7	0.6
COc1ccc(/C=C/C(=O)OCc2nc3ccccc3c(=O)[nH]2)c(OC)c1	108	-5	4	5	-0.2	7	0.5	-0.4	-2	4	4.5
O=c1cc(-c2ccccc2)oc2ccc(Br)cc12	55	0	-4	8	0.8	-2	-1.5	3.2	-1	-10	2.9
CCOC(=O)C1=NN(C(=O)c2ccco2)C2(CC2)C1	-7	-3	-2	-11	1.9	-9	-0.5	0.5	-4	9	3.6
CC(C)C[C@H]1CNC(=S)N1CC1CCN(CCCCc2ccccc2)CC1	x	-5	-6	5	-0.1	-7	x	x	-1	19	0.2
COc1ccc(NC(=O)/C(C#N)=C\c2ccc(N3CCOCC3)o2)cc1	-8	0	-7	1	-3.6	5	2.3	2.8	-36	7	4.8
CCOC(=O)c1oc2cc(O)cc(O)c2c(=O)c1OCc1ccccc1	-15	3	-2	-2	-1.2	-2	-1.3	3.9	1	-44	1.8

Whole records, quoted from the list. Values in the order: SUMO Mot1 rescue | HTR5A ag ctr | PKA-R1A act | Tat export inh | CDK5 p35 inh | PKA-R2B act | Ecoli viability | AddAB inh | DAGLB inhibitor | HTR5A inv ag | phage Ecoli inh
O=c1cc(-c2ccccc2)oc2ccc(Br)cc12 as listed: 55 | 0 | -4 | 8 | 0.8 | -2 | -1.5 | 3.2 | -1 | -10 | 2.9
O=C(OC1Cn2c(=O)ccc(=O)n2C1)c1ccccc1 as listed: -4 | -5 | -8 | -9 | 0.4 | 1 | -2.1 | 0.1 | 2 | 18 | 0.2

Hits appear at their usual frequency. Share with any hit: about 2.3%.
